From PubChem BioAssay
GPR151 activ = activates the human receptor GPR151 | 1% of 650,000 active | activation, % at 11.2 µM | AID 1508602 | PathHunter beta-arrestin GPR151 cells, luminescence; in the data active means activation above about 4.9%;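 further: 0% = median of compound wells and 100% = cells with positive control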
TEAD-YAP inh = TEAD-YAP interaction inhibition; 1.4% of 640,000 active; inhibition, % at 9.12 µM; HEK-TIYL cells, TEAD-Gal4/YAP UAS-luciferase luminescence; in the data active means inhibition above about 32%;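 further: 0% = median of test compound wells and 100% = reference inhibitor wells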
MITF primary = blocks human microphthalmia-associated transcription factor. O75030. 0.91% of 650,000 active. AID 1259374. AlphaScreen MITF homodimerization, bead proximity signal. inhibition, % at 2.6 µM; in the data active means inhibition above about 50%;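 further: 0% = vehicle wells with protein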
FBW7 activator = human FBW7 E3 ligase activation, primary screen; normalized activity (activation), % at 26.1 µM; Q969H0; AlphaScreen FBW7–phospho-cyclin E peptide binding, activator screen; AID 1259310; 0.13% of 650,000 active; in the data active means normalized activity above about 1.9%;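 further: purified mutant Fbw7 with reduced substrate affinity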
Target sequence (Q969H0 whole entry, looked up): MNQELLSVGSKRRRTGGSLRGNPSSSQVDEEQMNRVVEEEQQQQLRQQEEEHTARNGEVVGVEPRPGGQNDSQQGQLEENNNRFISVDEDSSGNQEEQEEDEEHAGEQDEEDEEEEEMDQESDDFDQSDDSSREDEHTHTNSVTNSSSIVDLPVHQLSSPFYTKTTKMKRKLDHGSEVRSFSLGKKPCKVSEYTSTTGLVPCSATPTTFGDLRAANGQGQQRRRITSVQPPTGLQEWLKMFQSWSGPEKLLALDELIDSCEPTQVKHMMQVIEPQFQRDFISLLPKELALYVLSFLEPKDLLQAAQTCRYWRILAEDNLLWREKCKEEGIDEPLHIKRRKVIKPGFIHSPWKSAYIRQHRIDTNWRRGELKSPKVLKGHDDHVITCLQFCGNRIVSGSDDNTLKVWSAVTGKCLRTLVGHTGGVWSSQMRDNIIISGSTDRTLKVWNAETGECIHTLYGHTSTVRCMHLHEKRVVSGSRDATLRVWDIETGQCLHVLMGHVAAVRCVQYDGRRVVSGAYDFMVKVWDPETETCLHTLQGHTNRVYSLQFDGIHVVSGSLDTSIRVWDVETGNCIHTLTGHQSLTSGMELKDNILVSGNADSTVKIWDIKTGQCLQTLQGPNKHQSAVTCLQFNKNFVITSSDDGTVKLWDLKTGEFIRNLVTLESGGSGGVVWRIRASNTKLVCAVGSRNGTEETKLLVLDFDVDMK
* marks the source's active call; other numbers are inactive results.

Results follow in this order: GPR151 activ	TEAD-YAP inh	MITF primary	FBW7 activator
- CCCC1=C(C(=O)OCC)C(c2c(OC)ccc3ccccc23)n2c(s/c(=C\c3ccc(OC)cc3)c2=O)=N1 (stereo unspecified)
    1.2	-5	-1	-0.2
- O=C(Nc1ccc(C(=O)O)cc1)/C(=C\c1cccc([N+](=O)[O-])c1)NC(=O)c1ccccc1
    -2.6	23	3	-0.1
- Cn1c(=O)c2c(nc(SCc3nc(N)nc(N4CCOCC4)n3)n2Cc2cccc(Cl)c2)n(C)c1=O
    -0.8	2	-9	0.4
- O=C(Nc1ccc2nc3c(=O)[nH]c(=O)[nH]c3nc2c1)C(F)(F)F
    4.5	10	10	-0.3
- CN(C)CCOc1cc(-c2cn[nH]c2)ccc1NC(=O)C(O)c1ccc(C(F)(F)F)cc1 (stereo unspecified)
    -1.3	-3	34	0.7
- CCOc1ccc(S(=O)(=O)Nc2cc3c4c(oc3c3ccccc23)CCCC4)cc1
    -0.7	49*	-9	-0.1
- CCN1CCCC1CNC(=O)c1ccc(C)nc1NCc1cccnc1 (stereo unspecified)
    -1.0	4	12	0.3
- CC1(C)Cc2nc3sc(C(=O)NCCCO)c(N)c3cc2CS1
    -1.3	-14	22	0.4
- COc1ccc(/C=c2\sc3nnc(-c4ccccc4Cl)n3c2=O)c(OC)c1
    -0.6	-14	-1	0.1
- COc1cccc(CNC(=O)Cc2c(C(=O)O)[nH]c3ccccc23)c1
    1.2	18	17	0.1
- CC(=O)Nc1cc(NC(=O)C2C3C=CC(C3)C2C(=O)O)ccc1Cl (stereo unspecified)
    1.1	-9	0	-0.3
- CC(NC(=O)/C(=C\c1ccco1)NC(=O)c1ccccc1)C(=O)O (stereo unspecified)
    0.2	-5	18	-0.4
- CCNc1ccc(C(=O)NCC(C)(C)N2CCOCC2)cc1[N+](=O)[O-]
    0.0	0	-10	-0.2
- Cc1ccccc1NC1=C(Cl)C(=O)OC1OC(=O)c1ccccc1Br (stereo unspecified)
    -0.7	-5	-9	-0.1
- O=C(NCC1CCC2(CCN(Cc3cccc4ncccc34)CC2)O1)C1CCCO1 (stereo unspecified)
    -0.5	2	-16	0.1
- Cc1ccc2[nH]c3c(=O)n(CCCN4CCCC4)cnc3c2c1
    -0.4	6	-5	0.3
- O=C(Nc1ccccc1)Nc1ccccc1C1CC1
    -0.8	-28	0	-0.2
- COC(=O)Cc1ccc(Nc2ncccc2[N+](=O)[O-])cc1
    -3.2	-38	12	-0.3
- COc1cc(C2NC(=O)NC(C)=C2C(=O)OCc2ccccc2)cc(Cl)c1O (stereo unspecified)
    1.4	-6	-6	-0.2
- COCCCNC(=O)CCCn1c(=S)[nH]c2cc3c(cc2c1=O)OCO3
    1.1	5	11	0.1
- CCC1CCCCN1CCCNC(=O)CCS(=O)(=O)Cc1ccc(C)cc1 (stereo unspecified)
    0.0	-13	12	0.5
- CCN1CCN(C(=O)C2(NC(=O)Nc3cccc(F)c3)CCCCC2)CC1
    0.8	7	17	1.1
- CCc1c(C)sc2ncn3c(=O)n(CC(=O)N(C)C)nc3c12
    1.0	-6	-8	-0.1
- O=C(CO)Nc1cc(S(=O)(=O)N2CCCCC2)ccc1Cl
    0.3	0	4	-0.1
- O=C(Nc1ccc(I)cc1)c1cc2cc([N+](=O)[O-])ccc2oc1=O
    0.7	2	5	0.2
- CC(=O)OCC1OC(Nc2cccc(C)c2)C(OC(C)=O)C(OC(C)=O)C1OC(C)=O (stereo unspecified)
    3.7	-9	-17	0.3
- CCS(=O)(=O)n1nc(NCc2ccc(F)cc2)nc1NCc1ccc(F)cc1
    0.9	-8	0	-0.2
- O=P1(NCCO)C=C(c2ccccc2)SC(c2ccccc2)=C1
    -1.5	5	6	0.0
- Cc1nc2c(c(=O)[nH]1)CCN(Cc1c(F)cccc1F)C2
    -0.6	1	2	-0.1
- COc1cc(OC)nc(Oc2cccnc2C(=O)N[C@@H](C)C(=O)OC(C)(C)C)n1
    1.5	-4	-2	-0.1
- C=CCNC(=S)NNC(=O)c1ccc(OCCC)cc1
    -0.4	-2	5	0.1
- O=c1cc(N2CCN(c3ccccc3)CC2)[nH]c(=O)n1-c1ccc(Br)cc1
    1.1	1	2	0.0
- O=C1c2ccccc2C(=O)N1OS(=O)(=O)c1cccs1
    1.0	11	14	0.0
- CCOC(=O)c1sc(NC(=O)c2ccc(S(=O)(=O)N3CCc4ccccc43)cc2)nc1-c1ccccc1
    -1.3	3	15	0.3
- N#C/C(=C\c1[nH]c2ccccc2c1O)C(=N)N1CCOCC1
    -1.8	-1	8	0.0
- NNC(=O)COc1ccccc1Cc1ccccc1
    -1.5	6	-6	-0.1
- C=CCOC(=O)C1=C(C)N=C2SC(C)C(=O)N2C1c1cccc([N+](=O)[O-])c1 (stereo unspecified)
    0.3	13	12	-0.1
- Cc1cc(C)n(-c2nc(C)nc(NCc3ccccc3)n2)n1
    2.0	6	4	-0.1
- CCOc1ccccc1CN(CCc1ccc2c(c1)OCO2)Cc1cccc(OC)c1OC
    -0.2	2	16	-0.1
- CN(CCc1ccccc1)C(=O)c1nc2sccn2c1CNCc1cnn(C)c1
    -0.1	-2	-10	-0.1

Some of these compounds in order of formula weight, rising:
Results follow in this order: GPR151 activ	TEAD-YAP inh	MITF primary	FBW7 activator
- C=CCNC(=S)NNC(=O)c1ccc(OCCC)cc1
    -0.4	-2	5	0.1
- N#C/C(=C\c1[nH]c2ccccc2c1O)C(=N)N1CCOCC1
    -1.8	-1	8	0.0
- C=CCOC(=O)C1=C(C)N=C2SC(C)C(=O)N2C1c1cccc([N+](=O)[O-])c1 (stereo unspecified)
    0.3	13	12	-0.1
- CN(CCc1ccccc1)C(=O)c1nc2sccn2c1CNCc1cnn(C)c1
    -0.1	-2	-10	-0.1
- O=c1cc(N2CCN(c3ccccc3)CC2)[nH]c(=O)n1-c1ccc(Br)cc1
    1.1	1	2	0.0
- CCOc1ccccc1CN(CCc1ccc2c(c1)OCO2)Cc1cccc(OC)c1OC
    -0.2	2	16	-0.1
- CCOC(=O)c1sc(NC(=O)c2ccc(S(=O)(=O)N3CCc4ccccc43)cc2)nc1-c1ccccc1
    -1.3	3	15	0.3

(list continues)
Results follow in this order: GPR151 activ	TEAD-YAP inh	MITF primary	FBW7 activator
- O=C(CNC(=O)c1cccs1)NC1CCCCCCC1
    0.3	-30	39	0.0
- CC(C)(C)CN1CCN(Cc2ccc3cc(Cl)ccc3n2)CC1CCO (stereo unspecified)
    -1.0	-4	-10	-0.1
- COC(=O)C1C(=O)CC(C)(O)C(C(=O)OC)C1c1ccccc1F (stereo unspecified)
    1.7	2	9	0.1
- Cc1ccc(CC2CC2(Cl)Cl)c([N+](=O)[O-])c1 (stereo unspecified)
    -0.8	1	11	0.1
- COC(=O)C1(C)NC(c2ccc(O)cc2)C2C(=O)N(c3ccc4c(c3)OCCO4)C(=O)C21 (stereo unspecified)
    -0.3	3	1	-0.2
- C=CCNC(=O)COc1cc(C)cc(C)c1C
    -0.9	10	15	0.2
- CC(C)C(=O)NCCc1nnc2n1CCN(Cc1ccccc1Cl)CC2
    0.7	2	6	-0.1
- COc1ccc(C2=CC(c3ccco3)n3ncnc3N2)cc1 (stereo unspecified)
    0.4	3	1	0.3
- O=C1C(c2ccc(F)cc2)N(Cc2ccccc2)C(=O)CN1C1CCCCCC1 (stereo unspecified)
    0.3	2	-4	0.0
- CN1C(=O)/C(=C/c2ccc(Br)o2)SC1=S
    2.9	-4	33	-0.2
- CCCSc1nnc2c(n1)OC(c1ccc(OCC)cc1)Nc1ccccc1-2 (stereo unspecified)
    1.6	-29	2	0.0
- O=C(N/C(=C/c1cccc([N+](=O)[O-])c1)C(=O)N1CCOCC1)c1cccs1
    -0.1	4	20	0.4
- O=C(c1ccccc1)N1CCN(C(=O)c2sc3ccccc3c2Cl)CC1
    2.6	21	10	0.4
- Cc1c(/C=N/O)c2ccccn2c1C(=O)c1ccc(F)cc1
    1.0	5	4	0.0
- COc1ccc(-n2sc3c(c2=S)-c2cc(C)cc(C)c2NC3(C)C)cc1
    -1.1	-7	12	0.5
- CCOCCCNC(=O)c1cc2cc3ccc(OC)cc3nc2o1
    -0.5	-20	1	0.1
- COC(=O)c1ccccc1S(=O)(=O)N1CCC(c2nc3ccccc3o2)CC1
    3.6	-3	2	0.0
- Cc1c(C(=O)N2CCN(c3ccc(F)cc3)CC2)sc2ncnc(N3CCN(c4ccccc4F)CC3)c12
    -1.8	-2	8	0.5
- COC(=O)C1=C(C)NC(=O)NC1c1ccc(Cl)cc1Cl (stereo unspecified)
    0.5	8	6	-0.1
- O=C(NC12CC3CC(CC(C3)C1)C2)N1CCC(O)(c2ccc3c(c2)OCO3)CC1
    3.0	16	7	-0.1
- CCN(CC)CCNC(=O)c1c(O)c2cc(F)cc3c2n(c1=O)C(C)CC3 (stereo unspecified)
    -0.4	-5	-9	-0.2
- O=C(CN(c1cccc([N+](=O)[O-])c1)S(=O)(=O)c1ccccc1)Nc1cccc2ccccc12
    0.1	6	-5	-0.1
- CCOc1ccc(N2C(=O)/C(=C\c3cccc(F)c3)S(=O)(=O)C2c2cccc([N+](=O)[O-])c2)cc1 (stereo unspecified)
    2.7	-1	-9	-0.1
- O=C1c2cccnc2C(Nc2ccc(Cl)cc2)N1Cc1cccs1 (stereo unspecified)
    0.8	-3	-2	-0.1
- Cc1cc(-c2nn(C)c(=O)c3ccccc23)ccc1CNC(=O)Nc1ccccc1
    -1.1	4	0	-0.3
- O=C(N/N=C/c1ccc(OC(=O)c2ccco2)cc1)c1cccnc1
    -3.5	1	-10	0.1
- COc1ccc(-c2nc(NCCN3CCOCC3)c3ncn(-c4ccsc4)c3n2)cn1
    -1.4	35*	20	0.3
- c1ccc(CCc2nc(-c3ccccn3)no2)cc1
    -2.7	-33	-8	0.0
- CC(=O)c1cccc(NC(=O)NCCC2=CCCCC2)c1
    1.8	-47	-3	-0.1
- COC(=O)c1cc(C(=O)OC)cc(-n2c(C)cc(C(=O)CSc3nnc4sc5ccccc5n34)c2C)c1
    -0.9	5	-4	0.0
- CSc1ccccc1CNC(=O)c1ccc(C)nc1N1CCOCC1
    -1.1	1	-13	-0.7
- Cn1c(=O)[nH]c(=O)c2c1nc(N1CCCCC1)n2CCc1ccccc1
    2.7	0	-13	0.1
- COc1ccc(/C=N/NC(=O)C(=O)NC(C)c2ccccc2)c(OC)c1 (stereo unspecified)
    1.4	-6	-4	-0.1
- COc1cccc(OC)c1OCCOc1ccccc1[N+](=O)[O-]
    0.6	-25	-2	0.0
- COc1ccc(Nc2nnc(-c3ccc(C)c(S(=O)(=O)N4CCOCC4)c3)c3ccccc23)cc1C(N)=O
    -1.2	10	15	0.1
- CCCCOC(=O)c1c(C)oc2ccc(NS(=O)(=O)c3cccs3)cc12
    0.0	2	6	0.2
- O=C(Cn1c(-c2ccccc2)noc1=O)NCc1ccccc1
    -0.1	3	-14	-0.1
- O=c1c2nccnc2[nH]c(=S)n1Cc1ccccc1
    0.8	8	7	0.0
- O=C(Nc1nnc(-c2ccc(Cl)cc2Cl)s1)c1ccc(S(=O)(=O)N2CCCC2)cc1
    1.0	14	3	-0.1
- O=C(CCCn1nc(-c2ccccc2)c2cc(Cl)ccc21)NCCCN1CCCC1=O
    1.0	6	-8	-0.1
- COCCCNc1nccn2c(-c3cc(C(F)(F)F)cc(C(F)(F)F)c3)cnc12
    -0.4	4	-1	-0.1
- COc1ccc(NC(=O)CN2CCC(C(=O)N3CCc4ccccc43)CC2)c(OC)c1
    -0.8	-14	-9	0.1
- COc1ccccc1/C=C1\C(=O)N(c2ccccc2)N=C1C
    -1.8	8	14	0.5
- CCN1CCc2c(sc(NC(=O)c3ccc(S(=O)(=O)N4CCC(C)CC4)cc3)c2C(N)=O)C1
    1.1	-1	4	0.8
- O=C(O)CCNC(=O)/C(=C\c1ccco1)NC(=O)c1ccccc1Cl
    1.2	6	5	0.0
- CC(=O)N(C)c1ccc(NC(=O)CCC(=O)O)cc1
    -0.1	11	17	0.2
- CCOC(=O)C1=C(C)N=c2s/c(=C/c3ccc(N4CCN(C)CC4)o3)c(=O)n2C1c1ccc(F)cc1 (stereo unspecified)
    0.4	-19	-19	-0.1
- O=C(CNS(=O)(=O)c1ccc(Cl)cc1)NN=C1CCCCC1
    2.0	0	3	0.1
- COc1cccc(NC(=O)C(=O)NCCN2CCOCC2)c1
    -2.5	-13	11	0.1
